ARFGAP1 inhibitor – inhibitors of rat ARFGAP1 GAP activity, primary screen, biochemical, fluorescence polarization, GDP tracer; AID 651572, 2012; Arfgap1-stimulated ARF1 GTP hydrolysis, GDP FP detection; ADP-ribosylation factor GTPase-activating protein 1 (Rattus norvegicus), Q62848; inhibition, % at 16.5 µM; 360,000 tested, 0.26% active;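 active means inhibition above a per-plate limit, mean inhibition of low control wells plus 3 SD, cut at about 25% in these data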;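 further: 0% = DMSO wells with enzyme and 100% = wells lacking Arfgap1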
Target sequence (Q62848 1-136 limits assumed): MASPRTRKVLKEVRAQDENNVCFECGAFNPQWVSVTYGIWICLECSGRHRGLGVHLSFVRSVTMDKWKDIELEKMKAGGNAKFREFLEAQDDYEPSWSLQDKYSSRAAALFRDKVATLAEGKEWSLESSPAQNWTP
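system = rat Arfgap1 catalytic domain, aa 1-136 | technique = FP, GDP Alexa 633 tracer displaced from anti-GDP antibody, 620/688 nm | compound = one concentration, 16.5 µM, DMSO 1.26% | medium = HEPES-based buffer, pH 7.5 | timing = compound-enzyme preincubation 20 min, reaction 120 min, detection 60 min, 25 °C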
Tn7 DDE FP – inhibitors of Tn7 peptide binding to fibrin DD(E), primary screen, biochemical, fluorescence polarization, human fibrin, Tn7 probe. Fibrinogen beta chain (Homo sapiens), P02675. FP displacement of FITC-Tn7 peptide from fibrin DD(E); 0% = median of compound wells per plate. inhibition, % at 8.3 µM. 370,000 tested, 0.13% active. AID 720508, 2013;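 active means inhibition above the mean of compounds falling within the control limits plus 3 SD of them, cut at about 14% in these data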;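 further: 0% = plate median of compound wells and 100% = 10 µM Aha-Tn7 peptide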
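Assay system: Human fibrin DD(E) protein | Medium: Tris buffer with calcium and detergent, pH 7.8 | Reagent: 0.1 µM fluorescent Tn7 | Compound dosing: Single point at 8.3 µM | Times: 10 min preincubation, 3 h with tracer, room temperature | Detection: Fluorescence polarization of the labelled Tn7 tracer | Controls: Aha-Tn7 high control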
ASAP1 inh – inhibitors of human ASAP1 ArfGAP activity, primary screen, biochemical, fluorescence polarization | Arf-GAP with SH3 domain, ANK repeat and PH domain-containing protein 1 (Homo sapiens), … | ASAP1-stimulated ARF1 GTP hydrolysis, GDP FP detection | inhibition, % at 16.5 µM | 360,000 tested, 0.19% active | AID 624377, 2012; in the data active means inhibition above about 25%;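 further: 0% = vehicle with enzyme and substrate and 100% = no enzyme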
PLCb3 inh – human PLC-beta3 inhibitors, primary screen, biochemical, fluorescence; 1-phosphatidylinositol 4,5-bisphosphate phosphodiesterase beta-3 (Homo sapiens), Q01970; Purified PLC-beta3, fluorogenic substrate; inhibition, % at 12.2 µM; 370,000 tested, 0.18% active; in the data active means inhibition above about 11%;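 further: 0% = median of compound wells on plate and 100% = full blocker control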
PLCg1 inh – PLC-gamma1 enzyme inhibitors, primary screen, biochemical, fluorescence, purified enzyme | fluorogenic substrate | inhibition, % at 12.2 µM | 370,000 tested, 0.84% active | AID 720700, 2013; in the data active means inhibition above about 9.5%
proKLK7 act – proKLK7 zymogen activators, primary screen, biochemical, fluorescence intensity | Kallikrein-7 (Homo sapiens), P49862 | purified proKLK7, EDANS-DABCYL substrate fluorescence; 100% is mature enzyme control, 0% vehicle | activation, % at 7 µM | 370,000 tested, 0.9% active | AID 652039, 2013;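 active means activation above the mean of all tested compounds plus 3 SD, computed per campaign excluding outliers beyond control limits, cut at about 13% in these data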
Target sequence (P49862 whole entry, looked up): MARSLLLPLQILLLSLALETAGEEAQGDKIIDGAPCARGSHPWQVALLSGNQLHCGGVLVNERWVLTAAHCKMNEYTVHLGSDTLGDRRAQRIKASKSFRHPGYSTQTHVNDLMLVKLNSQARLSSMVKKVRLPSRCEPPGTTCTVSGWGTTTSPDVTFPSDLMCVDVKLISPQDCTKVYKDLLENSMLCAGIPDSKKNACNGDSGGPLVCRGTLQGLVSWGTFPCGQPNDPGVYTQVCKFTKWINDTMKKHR
UHRF1 binding – UHRF1 methylated DNA binding inhibitors, primary screen, counter-screen for MBD2 inhibitor project, biochemical, TR-FRET, human UHRF1, single concentration. E3 ubiquitin-protein ligase UHRF1 (Homo sapiens), Q96T88. inhibition, % at 4.4 µM. UHRF1 binding to methylated oligo. 370,000 tested, 0.75% active; in the data active means inhibition above about 21%;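 further: UHRF1 SRA domain binding a hemimethylated CpG hairpin DNA probe; 0% = median of test compound wells and 100% = reference inhibitor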
ADAM17 inh – ADAM17 inhibitors, primary screen, biochemical, QFRET | Disintegrin and metalloproteinase domain-containing protein 17 (Homo sapiens), P78536 | recombinant ADAM17, EDANS/DABCYL FRET peptide cleavage | inhibition, % at 6.95 µM | 370,000 tested, 0.83% active | AID 720648, 2013;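 active means inhibition above the mean of compounds lying between control limits plus 3 SD, set per campaign, cut at about 8.5% in these data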;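 further: 0% = DMSO-only wells as the low control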
MBD2 inh – inhibitors of MBD2 binding to methylated DNA, primary screen, biochemical, TR-FRET, DNA-binding domain, human. MBD2 binding to methylated oligonucleotide. AID 686964, 2013. inhibition, % at 4.4 µM. 370,000 tested, 0.31% active; in the data active means inhibition above about 13%
Target sequence (Q9UBB5 whole entry, looked up, the tested form may be a part): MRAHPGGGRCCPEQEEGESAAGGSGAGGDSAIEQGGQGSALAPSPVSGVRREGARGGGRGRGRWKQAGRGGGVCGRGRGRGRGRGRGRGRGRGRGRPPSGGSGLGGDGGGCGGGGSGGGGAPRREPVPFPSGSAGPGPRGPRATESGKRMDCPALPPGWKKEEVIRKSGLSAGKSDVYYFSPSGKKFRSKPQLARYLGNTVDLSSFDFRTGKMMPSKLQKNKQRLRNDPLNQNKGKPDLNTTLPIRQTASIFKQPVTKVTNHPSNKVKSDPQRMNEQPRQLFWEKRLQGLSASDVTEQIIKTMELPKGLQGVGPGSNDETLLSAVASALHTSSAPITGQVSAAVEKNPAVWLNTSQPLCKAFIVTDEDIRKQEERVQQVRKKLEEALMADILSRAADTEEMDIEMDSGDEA
Tn6 DDE FP – inhibitors of Tn6 peptide binding to fibrin DD(E), primary screen, biochemical, fluorescence polarization, human fibrin, Tn6 probe; Fibrinogen beta chain (Homo sapiens), P02675; Fibrin DD(E) TRITC-Tn6 fluorescence polarization displacement; inhibition, % at 8.3 µM; 370,000 tested, 0.21% active;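 active means inhibition above a per-campaign cutoff: mean of compounds within control limits plus 3 SD, cut at about 15% in these data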;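 further: 0% = median of all compound wells on the plate and 100% = blocking peptide control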
* hit, by the source's call.

Results for Cc1cccnc1NC(=O)c1ccc(OCc2c(C)noc2C)cc1 ?
ARFGAP1 inhibitor: 7; Tn7 DDE FP: 4; ASAP1 inh: -6; PLCb3 inh: -7; PLCg1 inh: 5; proKLK7 act: 0.6; UHRF1 binding: 4; ADAM17 inh: -2; MBD2 inh: 0; Tn6 DDE FP: 0

What do the screens show for `CC(C)COC(=O)/C(C#N)=C/c1c[nH]c2ccccc12`?
ARFGAP1 inhibitor: -7; Tn7 DDE FP: -11; ASAP1 inh: -10; PLCb3 inh: -146; PLCg1 inh: -122; proKLK7 act: -18; UHRF1 binding: -3; ADAM17 inh: -39; MBD2 inh: -1; Tn6 DDE FP: 1

Results for CCc1cccc(NC(=O)Nc2cccs2)c1 ?
ARFGAP1 inhibitor: 3; Tn7 DDE FP: 6; ASAP1 inh: 1; PLCb3 inh: -5; PLCg1 inh: -6; proKLK7 act: -0.1; UHRF1 binding: -1; ADAM17 inh: 3; MBD2 inh: -3; Tn6 DDE FP: -1

How did Cc1nn(CC(=O)NC(C)CCc2ccccc2)c(=O)c2nn(-c3ccccc3)c(C)c12 (stereo unspecified) do in these assays?
ARFGAP1 inhibitor: 0; Tn7 DDE FP: -1; ASAP1 inh: 9; PLCb3 inh: -3; PLCg1 inh: 0; proKLK7 act: 0.0; UHRF1 binding: 0; ADAM17 inh: 0; MBD2 inh: -3; Tn6 DDE FP: -1

Results for C[C@@H]1COC(=O)[C@@H](CC(=O)OC(C)(C)C)C/C=C\C[C@@H](CC(=O)N(CCO)Cc2ccccc2)C(=O)N1 ?
ARFGAP1 inhibitor: 5; Tn7 DDE FP: -2; ASAP1 inh: -6; PLCb3 inh: -1; PLCg1 inh: -2; proKLK7 act: -0.4; UHRF1 binding: 2; ADAM17 inh: -1; MBD2 inh: 2; Tn6 DDE FP: 0

How did O=C(Nc1cc(Cl)ccc1-n1cncn1)c1cncc(Br)c1 do in these assays?
ARFGAP1 inhibitor: 6; Tn7 DDE FP: 2; ASAP1 inh: -7; PLCb3 inh: -5; PLCg1 inh: 0; proKLK7 act: -0.6; UHRF1 binding: 2; ADAM17 inh: -1; MBD2 inh: 4; Tn6 DDE FP: 4

How did O=C(Nc1ccncc1)c1cc(-c2ccccn2)nc2ccc(Br)cc12 do in these assays?
ARFGAP1 inhibitor: -9; Tn7 DDE FP: -1; ASAP1 inh: -4; PLCb3 inh: 2; PLCg1 inh: 0; proKLK7 act: -0.3; UHRF1 binding: -4; ADAM17 inh: 1; MBD2 inh: -1; Tn6 DDE FP: 1

Results for O=S(=O)(C/C(=C/CO)S(=O)(=O)c1ccccc1)c1ccccc1 ?
ARFGAP1 inhibitor: 13; Tn7 DDE FP: 0; ASAP1 inh: 6; PLCb3 inh: 4; PLCg1 inh: 9.7*; proKLK7 act: -0.1; UHRF1 binding: 0; ADAM17 inh: 0; MBD2 inh: 6; Tn6 DDE FP: -6

What do the screens show for `COc1ccc(CCNC(=O)COC(=O)c2cc(Cl)nc(Cl)c2)cc1`?
ARFGAP1 inhibitor: 7; Tn7 DDE FP: 2; ASAP1 inh: 5; PLCb3 inh: -14; PLCg1 inh: -2; proKLK7 act: 0.0; UHRF1 binding: 3; ADAM17 inh: -1; MBD2 inh: 5; Tn6 DDE FP: -1

Results for Cn1cc(CN2CCN(Cc3ccccc3)CC2)c(-c2cccc(Cl)c2)n1 ?
ARFGAP1 inhibitor: 7; Tn7 DDE FP: 1; ASAP1 inh: 9; PLCb3 inh: -6; PLCg1 inh: -1; proKLK7 act: -0.4; UHRF1 binding: 1; ADAM17 inh: -4; MBD2 inh: 4; Tn6 DDE FP: 2

How did O=C(CCc1ccccc1)NCCc1cccs1 do in these assays?
ARFGAP1 inhibitor: 0; Tn7 DDE FP: -4; ASAP1 inh: -3; PLCb3 inh: 2; PLCg1 inh: 8; proKLK7 act: 0.6; UHRF1 binding: 8; ADAM17 inh: 1; MBD2 inh: -1; Tn6 DDE FP: 1

How did Cc1cccc(NC(=O)CCS(=O)(=O)c2cc3c(cc2Cl)NC(=O)CO3)c1 do in these assays?
ARFGAP1 inhibitor: 14; Tn7 DDE FP: -4; ASAP1 inh: 4; PLCb3 inh: -6; PLCg1 inh: 0; proKLK7 act: -0.1; UHRF1 binding: -1; ADAM17 inh: -1; MBD2 inh: -4; Tn6 DDE FP: -7

What do the screens show for `Cc1cccc(CN(C)C)c1CC(O)(c1ccccc1)c1ccccc1`?
ARFGAP1 inhibitor: -10; Tn7 DDE FP: 6; ASAP1 inh: 6; PLCb3 inh: 2; PLCg1 inh: 1; proKLK7 act: -0.7; UHRF1 binding: 0; ADAM17 inh: 0; MBD2 inh: 1; Tn6 DDE FP: 3

How did O=C(COC(=O)Cc1ccccc1F)Nc1ccccc1[N+](=O)[O-] do in these assays?
ARFGAP1 inhibitor: -13; Tn7 DDE FP: -1; ASAP1 inh: -6; PLCb3 inh: -2; PLCg1 inh: 2; proKLK7 act: -0.1; UHRF1 binding: 0; ADAM17 inh: -4; MBD2 inh: -2; Tn6 DDE FP: -4

Results for CCC(C(=O)NCc1ccccc1)n1c(-c2cccs2)nc2ccccc21 (stereo unspecified) ?
ARFGAP1 inhibitor: 0; Tn7 DDE FP: -6; ASAP1 inh: -5; PLCb3 inh: -10; PLCg1 inh: -9; proKLK7 act: 0.3; UHRF1 binding: -2; ADAM17 inh: -24; MBD2 inh: 3; Tn6 DDE FP: -6

The closing 3 compounds of the section above lead into the next:
What do the screens show for `Cc1cccc(CN(C)C)c1CC(O)(c1ccccc1)c1ccccc1`?
ARFGAP1 inhibitor: -10; Tn7 DDE FP: 6; ASAP1 inh: 6; PLCb3 inh: 2; PLCg1 inh: 1; proKLK7 act: -0.7; UHRF1 binding: 0; ADAM17 inh: 0; MBD2 inh: 1; Tn6 DDE FP: 3

How did O=C(COC(=O)Cc1ccccc1F)Nc1ccccc1[N+](=O)[O-] do in these assays?
ARFGAP1 inhibitor: -13; Tn7 DDE FP: -1; ASAP1 inh: -6; PLCb3 inh: -2; PLCg1 inh: 2; proKLK7 act: -0.1; UHRF1 binding: 0; ADAM17 inh: -4; MBD2 inh: -2; Tn6 DDE FP: -4

Results for CCC(C(=O)NCc1ccccc1)n1c(-c2cccs2)nc2ccccc21 (stereo unspecified) ?
ARFGAP1 inhibitor: 0; Tn7 DDE FP: -6; ASAP1 inh: -5; PLCb3 inh: -10; PLCg1 inh: -9; proKLK7 act: 0.3; UHRF1 binding: -2; ADAM17 inh: -24; MBD2 inh: 3; Tn6 DDE FP: -6

Results for CCN1C(=O)c2cccc3c(S(=O)(=O)NCC4CCCO4)ccc1c23 (stereo unspecified) ?
ARFGAP1 inhibitor: -3; Tn7 DDE FP: -1; ASAP1 inh: -2; PLCb3 inh: inactive; PLCg1 inh: inactive; proKLK7 act: 57*; UHRF1 binding: 0; ADAM17 inh: -146; MBD2 inh: -2; Tn6 DDE FP: 2

What do the screens show for `O=C(CNC(=O)c1ccco1)OCC(=O)c1ccc([N+](=O)[O-])cc1`?
ARFGAP1 inhibitor: 9; Tn7 DDE FP: -5; ASAP1 inh: -4; PLCb3 inh: -1; PLCg1 inh: 1; proKLK7 act: -0.4; UHRF1 binding: 0; ADAM17 inh: 1; MBD2 inh: -2; Tn6 DDE FP: 1

How did CCOC(=O)Cc1csc(SCn2nnc3ccccc3c2=O)n1 do in these assays?
ARFGAP1 inhibitor: 9; Tn7 DDE FP: -3; ASAP1 inh: -11; PLCb3 inh: 5; PLCg1 inh: 3; proKLK7 act: -0.6; UHRF1 binding: -2; ADAM17 inh: -1; MBD2 inh: -2; Tn6 DDE FP: 0

Results for CCOC(=O)C1(Cc2ccccc2Cl)CCN(C(=O)CN2CCOC2=O)CC1 ?
ARFGAP1 inhibitor: 2; Tn7 DDE FP: 3; ASAP1 inh: -7; PLCb3 inh: 1; PLCg1 inh: 2; proKLK7 act: -0.4; UHRF1 binding: 2; ADAM17 inh: -1; MBD2 inh: -2; Tn6 DDE FP: 4

What do the screens show for `CCN(CC)C(=O)Oc1nnc(SC(C)C)n1-c1ccc(Cl)cc1`?
ARFGAP1 inhibitor: 5; Tn7 DDE FP: 4; ASAP1 inh: -4; PLCb3 inh: -4; PLCg1 inh: 3; proKLK7 act: -0.1; UHRF1 binding: 5; ADAM17 inh: -2; MBD2 inh: 0; Tn6 DDE FP: -5

How did CCc1nnc(NC(=O)c2ccc(-c3ccc(Cl)cc3)o2)s1 do in these assays?
ARFGAP1 inhibitor: 4; Tn7 DDE FP: 2; ASAP1 inh: -9; PLCb3 inh: -2; PLCg1 inh: -1; proKLK7 act: 0.0; UHRF1 binding: -2; ADAM17 inh: -5; MBD2 inh: 3; Tn6 DDE FP: -9

What do the screens show for `CC(C)N1C(=O)C(=O)N(CC(=O)N2c3ccccc3NC(=O)CC2C)C1=O` (stereo unspecified)?
ARFGAP1 inhibitor: -3; Tn7 DDE FP: 5; ASAP1 inh: -5; PLCb3 inh: -4; PLCg1 inh: 1; proKLK7 act: -0.8; UHRF1 binding: 0; ADAM17 inh: -3; MBD2 inh: -1; Tn6 DDE FP: 4

What do the screens show for `Cc1ccc(N(Cc2cc(=O)[nH]c3ccccc23)C(=O)c2ccco2)cc1`?
ARFGAP1 inhibitor: -5; Tn7 DDE FP: -5; ASAP1 inh: 1; PLCb3 inh: -11; PLCg1 inh: -9; proKLK7 act: 0.3; UHRF1 binding: -2; ADAM17 inh: -4; MBD2 inh: 2; Tn6 DDE FP: 4

How did CCSc1nc2ccc(N3C(=O)C4C5C=CC(C5)C4C3=O)cc2s1 (stereo unspecified) do in these assays?
ARFGAP1 inhibitor: -1; Tn7 DDE FP: 8; ASAP1 inh: -8; PLCb3 inh: 1; PLCg1 inh: -3; proKLK7 act: -0.7; UHRF1 binding: -5; ADAM17 inh: -2; MBD2 inh: -7; Tn6 DDE FP: 4

Bioassay records as filed in PubChem BioAssay.
